Abeta rescue = A-beta toxicity reversal in yeast; yeast expressing A-beta42, growth rescue, OD600, 48 h; response scale: 0% DMSO, 100% iron-clioquinol control; Potency, µM (highest dose often 46.1 µM), inactives show at the top dose growth rescue, hits mostly activators; actives 0.063% (n = 410,000); AID 1347071; note: potency is the fitted concentration of half-maximal effect; nearly all actives have a fitted effect of over 55% in size
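Yeast A-beta toxicity model in growth medium with pinned compounds, 48 h at 30 C; growth read as absorbance at 600 nm. Normalized to FeCl3/clioquinol equimolar mix (positive) and DMSO (negative).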
Akt phos inh = Akt phosphorylation inhibition | actives 0.32% (n = 360,000) | activity change, % for hits at 50 µM | Neuro2A IGF-stimulated pAkt S473 HTRF, 20 min; active compounds read low; in the data active = activity change below about -80%; inconclusive = mostly about -51% to -80%; note: % is set by controls: 0 for no effect and ±100 for the full control effect
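Single-point screen (50 µM final compound) in Neuro2A cells stimulated 20 min with 6 nM IGF at 37 deg C. After lysis, Ser473-phosphorylated Akt read by HTRF (ex 330 nm, em 615/665 nm) as the 665/615 ratio.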
aSyn rescue = inhibitors of alpha-synuclein toxicity in yeast. Yeast expressing alpha-synuclein, growth rescue, BacTiter-Glo, 24 h. Potency, µM (titrated, usually from 46.1 µM), without a hit: top-dose growth rescue (activation), most hits filed as activators. actives 0.14% (n = 370,000). AID 652106; note: potency is the fitted concentration of half-maximal effect; % of control where 0% means no effect; nearly all actives have a fitted effect of over 65% in size
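Readout is rescue of growth in alpha-synuclein-expressing yeast, so inhibitors of toxicity appear as activators. Growth after 24 hr at 30 deg C in galactose medium is quantified by luminescence.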
PTHR1 agonist = activates the human parathyroid hormone receptor PTHR1; Q03431; HEK293 GP2 PTHR1 cells, GloSensor cAMP luminescence, 1 h; Potency, µM (series often up to 115 µM), for inactives: top-dose activation, hits mostly activators; actives 0.075% (n = 410,000); AID 743266; note: potency is the fitted concentration of half-maximal effect; nearly all actives have a fitted effect of over 55% in size; some results filed as inactive show a strong effect at the top dose; inactives centre near -15; many of its hits are not listed in these tables
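HEK-293-derived GP2 cells expressing PTHR1 and a GloSensor cAMP reporter, 3,000/well, plated overnight, given luciferin plus IBMX (each 0.5 mM as added) for 1 h at 37 °C, then compound for 1 h at 37 °C. Luminescence was read after 15 min at room temperature.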
GLP1R inv ag = acts as inverse agonist at human GLP-1 receptor; P43220; HEK293 GLP-1R CRE-luciferase, luminescence, 24 h; GLP-1R form is constitutively active; Potency, µM (series often up to 38.3 µM), for the others: at the top dose activity change, negative = inhibition, hits mostly inhibitors; actives 1.6% (n = 410,000); note: potency is the fitted concentration of half-maximal effect; % is set by controls: 0 for no effect and ±100 for the full control effect; nearly all actives have a fitted effect of over 55% in size
Target sequence (P43220 whole entry, looked up): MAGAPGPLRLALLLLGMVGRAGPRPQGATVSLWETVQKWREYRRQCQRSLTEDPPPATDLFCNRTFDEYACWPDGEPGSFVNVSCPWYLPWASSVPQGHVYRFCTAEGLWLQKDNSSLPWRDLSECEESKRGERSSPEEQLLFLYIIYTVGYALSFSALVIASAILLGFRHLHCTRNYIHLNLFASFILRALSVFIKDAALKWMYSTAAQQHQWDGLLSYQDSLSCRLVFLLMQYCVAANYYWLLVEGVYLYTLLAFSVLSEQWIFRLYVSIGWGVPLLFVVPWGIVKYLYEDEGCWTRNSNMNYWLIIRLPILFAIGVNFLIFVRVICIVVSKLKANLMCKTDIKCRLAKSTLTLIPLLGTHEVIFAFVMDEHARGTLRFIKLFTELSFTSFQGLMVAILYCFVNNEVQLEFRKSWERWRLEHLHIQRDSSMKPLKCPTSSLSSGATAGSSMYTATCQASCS
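GLP-1R inverse agonism mode: basal reporter luminescence in engineered HEK293 cells measured after one day of compound exposure at 37 deg C, with a 12 min room-temperature detection step.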
FUS yeast rescue = rescues growth of FUS-expressing yeast; S. cerevisiae FUS-expressing, growth rescue, OD600, 24 h; Potency, µM (doses to about 76.6 µM), inactives show at the top dose growth rescue (activation), hits mostly activators; actives 0.24% (n = 390,000);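 note: potency is the fitted concentration of half-maximal effect; plate controls were DMSO vehicle for no effect and reference control for full effect; nearly all actives have a fitted effect of over 55% in size; some results filed as inactive show a strong effect at the top dose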
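Restored growth of FUS-toxic S. cerevisiae, read as 600 nm absorbance after 24 h at 30C in galactose medium (starting OD 0.005). Controls CP55940 and DMSO.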
TDP43 rescue = TDP-43 toxicity inhibition in yeast | TDP-43 expressing yeast growth rescue, BacTiter-Glo, 24 h | Potency, µM (top dose mostly 46.1 µM), for inactives: at the top dose growth rescue (activation), actives largely listed as activators | actives 1.8% (n = 410,000); note: potency is the fitted concentration of half-maximal effect; % of control where 0% means no effect; nearly all actives have a fitted effect of over 50% in size
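Readout is BacTiter-Glo luminescence of cell growth, so inhibitors register as activators. TDP-43-expressing yeast at OD600=0.02 in galactose medium, after raffinose pregrowth to mid-log, were incubated with compound for 24 hr at 30 deg C.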
DRD3 antagonist = antagonists of human D3 dopamine receptor. P35462. D3R cells, DiscoveRx beta-arrestin luminescence, antagonist mode; active compounds read low. max response, negative = inhibition, %. actives 2.5% (n = 360,000); in the data active = max response below about -50%; inconclusive = no clear call, values can overlap the other calls; note: % is set by controls: 0 for no effect and ±100 for the full control effect; mostly tested at two doses, the higher about 12 µM
Target sequence (P35462 whole entry, looked up): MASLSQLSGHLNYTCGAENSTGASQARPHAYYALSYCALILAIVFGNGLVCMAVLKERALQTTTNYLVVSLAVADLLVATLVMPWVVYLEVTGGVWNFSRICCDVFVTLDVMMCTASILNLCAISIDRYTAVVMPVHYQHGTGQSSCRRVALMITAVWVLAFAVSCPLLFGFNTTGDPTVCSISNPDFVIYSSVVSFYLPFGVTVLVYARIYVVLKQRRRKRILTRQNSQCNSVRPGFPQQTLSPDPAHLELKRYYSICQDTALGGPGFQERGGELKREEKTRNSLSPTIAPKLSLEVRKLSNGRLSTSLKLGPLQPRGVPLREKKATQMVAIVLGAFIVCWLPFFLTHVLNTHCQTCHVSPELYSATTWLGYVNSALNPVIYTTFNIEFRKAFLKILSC
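Cells expressing the human receptor were seeded at 1500 cells/well, incubated overnight at 37 degrees C in 5% CO2, then exposed to library compounds with dopamine controls for 90 minutes at 37 degrees C before luminescent detection.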
GLP1R ag = GLP-1 receptor (human) agonism; HEK293 GLP-1R CRE-luciferase, luminescence, 4-6 h; cells express a hypersensitive GLP-1R form; Potency, µM (titrated, usually from 45.6 µM), for inactives: at the highest dose activation, actives largely listed as activators; actives 0.007% (n = 380,000); note: potency is the fitted concentration of half-maximal effect; % of control where 0% means no effect
Active calls of the source: *; i = inactive; ? = inconclusive; . = not tested or not shown; & = joins results of further samples; [ ] = another dose, or the depositor's remark. Unless noted, calls come from the whole dose curve; as a rule, active = well fitted curve in the direction sought with a large enough effect; inconclusive = small, poorly fitted or top-dose-only effect, or another doubt; inactive = no such curve, though single readings can be large; an effect the other way counts as inactive or inconclusive. Some of the compounds tested; rates above refer to the full screens.

[1] CCCCN(CCCC)CCCNC(=O)Cn1cc2c(n1)-c1c(oc(C(=O)N3CCCC3)c1C)CC2
[2] COc1ccc2c(=O)c3c(=O)n(Cc4ccco4)c(C(C)C)nc3oc2c1
[3] Cc1ccc(N2CC(NC(=O)/C=C\c3ccc4c(c3)OCO4)CC2=O)cc1 (configuration not stated)
[4] CCOC(=O)C1(CCCc2ccccc2)CCN(C(=O)C(C)n2cncn2)CC1 (configuration not stated)
[5] CCCCn1c(SCc2cccnc2)nc2c1c(=O)n(C)c(=O)n2C
[6] COc1ccc(S(=O)(=O)N2CCCCCC2)cc1N(C)S(=O)(=O)c1ccc(Cl)cc1

assay / entry	1	2	3	4	5	6
Abeta rescue	-7%&-10%	-16%	3%	-1%	18%	14%
Akt phos inh	i	i	.	i	i	i
aSyn rescue	-7%	-5%	.	5%	-3%	2%
PTHR1 agonist	i	i	-4%	i	-22%[57.5 µM]	i
GLP1R inv ag	?	5%	-1%	-19%	12%	10µM*
FUS yeast rescue	17%&23%	24%	-9%	14%	16%	4%
TDP43 rescue	-11%&11%	-19%	22%	-6%[9.22 µM]	-9%	2%
DRD3 antagonist	-21	-24	.	-1	22	-4
GLP1R ag	-3%	-5%	.	10%	26%	7%

[7] CCc1ccc(NC(=O)CSc2nc3ccccc3nc2Cc2ccccc2OC)cc1
[8] CC1Cn2c(nnc2-c2cc3ccccc3cc2O)S1 (configuration not stated)
[9] CC(=O)c1cccc(NC(=O)Cn2c(C)c3cnn(-c4ccccc4)c(=O)c3c2C)c1
[10] CCCc1cc(=O)oc2cc(C)cc(OC(C)C(=O)NCc3cccnc3)c12 (configuration not stated)
[11] CC(NC(=O)Nc1ccc(Br)cc1)C(C)(C)C (configuration not stated)
[12] Cc1ccc(OCCOc2ccc(Br)cc2)c([N+](=O)[O-])n1

assay / entry	7	8	9	10	11	12
Abeta rescue	-14%	11%	-14%	7%	18%	-31%[inhibitor]
Akt phos inh	.	i	.	i	i	i
aSyn rescue	.	-12%	.	2%	-5%	1%
PTHR1 agonist	?	0%	-23%	-9%	-39%[inhibitor]	-52%[inhibitor]
GLP1R inv ag	4%	0%	9%	31%	?	?
FUS yeast rescue	-22%	-9%	44%	6%	-22%	4%
TDP43 rescue	-35%[inhibitor]	-9%	6%	4%	13%	?
DRD3 antagonist	.	11	.	35	11	-23
GLP1R ag	.	10%	.	6%	-3%	23%

[13] COc1ccc(O)c(CN2CCN(CCc3ccccc3)C(CCO)C2)c1 (configuration not stated)
[14] CS(=O)(=O)Cc1ccc(C(=O)N(CCc2ccccc2)Cc2ccccc2)cc1
[15] O=C1COc2ccc(C(=O)/C=C/c3ccccc3)cc2N1
[16] Cc1cc(C)cc(C(=O)Nc2nnc3n2CCS3)c1
[17] Cc1cccc(Cn2nnc3c(=O)[nH]c(C4CCCN(C(=O)c5ccccc5Cl)C4)nc32)c1 (configuration not stated)
[18] Cc1ccc(CS(=O)(=O)Cc2ccc(C(=O)NCCc3ccccc3)o2)cc1

assay / entry	13	14	15	16	17	18
Abeta rescue	-11%	11%	1%	-12%	-8%	17%
Akt phos inh	i	i	i	.	.	i
aSyn rescue	-1%	9%	-9%	-4%	.	0%
PTHR1 agonist	i	-9%	-62%[inhibitor]	0%	i	-7%
GLP1R inv ag	8%	1%	?	-5%	-6%	-14%
FUS yeast rescue	-10%	28%	.	4%	0%	-16%
TDP43 rescue	9%	6%	?	16%	11%	8%
DRD3 antagonist	-15	-9	-27	.	.	-5
GLP1R ag	4%	1%	-22%	0%	.	7%

[19] COc1ccc(/C=C(/C(=O)c2cccs2)N2C=CC=CC2=C(C#N)C#N)cc1
[20] COC(=O)c1cc(NC(=O)CC2NCCNC2=O)cc(C(=O)OC)c1 (configuration not stated)
[21] COc1cc(C)c(S(=O)(=O)NCc2cccs2)cc1C
[22] C(=C\c1ccccc1)/CN1CCN(C(c2nnnn2-c2ccc3c(c2)OCCO3)C2CC2)CC1 (configuration not stated)
[23] CCN(CC)S(=O)(=O)c1ccc(NC(=O)CSc2nnc(-c3cccc(OC)c3)n2C)cc1
[24] Cc1cccn2c(CNCCc3ccco3)c(C(=O)N3CCOCC3)nc12

assay / entry	19	20	21	22	23	24
Abeta rescue	-49%[inhibitor]	-1%	-2%	-3%	-2%	0%
Akt phos inh	i	i	i	i	i	i
aSyn rescue	18µM*	4%	26%	1%	-3%	-4%
PTHR1 agonist	-34%[inhibitor]	i	-13%	i	-22%[57.5 µM]	-16%
GLP1R inv ag	?	0%	0%	?	0%	1%
FUS yeast rescue	3%	34%	.	2%	24%	.
TDP43 rescue	?	-17%	9%	-5%	-12%	-13%
DRD3 antagonist	-81*	10	-11	?	-11	-8
GLP1R ag	5%	-7%	14%	-1%	-15%	23%

[25] COc1ccc(CCN2CC(C(=O)NCCc3ccccc3C)CCC2=O)cc1 (configuration not stated)
[26] Cn1ccnc1SCC(=O)Nc1ccc2c(c1)OCCO2
[27] O=C(c1ccco1)N1CCN(c2ncnc3c(-c4ccc(Cl)cc4)nsc23)CC1
[28] CC(=O)N(CC1CCCO1)c1nnc(-c2cnccn2)s1 (configuration not stated)
[29] COCCOc1nc2ccccc2nc1C
[30] Cc1ccc(S(=O)(=O)N(C)CCCC(=O)N2CCOCC2)cc1

assay / entry	25	26	27	28	29	30
Abeta rescue	-8%	-7%	1%	0%	6%	7%
Akt phos inh	i	i	i	i	i	i
aSyn rescue	-3%	1%	4%	0%	-1%	0%
PTHR1 agonist	i	-2%	-4%	-9%	-7%[57.5 µM]	-5%[57.5 µM]
GLP1R inv ag	-23%	?	-25%	9%	28%	11%
FUS yeast rescue	1%	2%	-11%	11%	-1%	-22%
TDP43 rescue	2%	9%	-13%	5%	-1%	5%
DRD3 antagonist	-10	13	10	13	-25	9
GLP1R ag	6%	-5%	9%	1%	14%	10%

Along the list, as entered above.
TDP43 rescue for entries 10 to 19, in order: 4%, 13%, ?, 9%, 6%, ?, 16%, 11%, 8%, ?

Carrying on:
[31] O=C(O)CCCNC(=O)Nc1ccccc1
[32] O=C(Nc1nccs1)c1ccc2c(=O)n3c(nc2c1)CCCCC3
[33] Cc1nc2ccc(C(=O)O)cc2nc1C
[34] COc1ccccc1OCC(=O)Nc1ccc(CSc2ccccc2)cc1C
[35] COc1ccc(NC(=O)C(C)SCc2ccccc2)cc1OC (configuration not stated)
[36] Cc1nc2ccccn2c1-c1csc(Nc2cccc(C(=O)O)c2)n1

assay / entry	31	32	33	34	35	36
Abeta rescue	-15%	-17%	3%	14%	8%	-11%
Akt phos inh	i	i	i	i	i	i
aSyn rescue	-5%	8%	2%	2%	1%	-2%
PTHR1 agonist	-21%	i	i	i	-3%	-24%
GLP1R inv ag	7%	0%	11%	?	-9%	5%
FUS yeast rescue	-13%	.	-16%	9%	.	5%
TDP43 rescue	1%	-42%[inhibitor]	24%	8%	15%	-11%
DRD3 antagonist	9	0	12	16	2	-14
GLP1R ag	0%	-1%	-16%	5%	7%	3%

[37] CCCCCn1c(=O)[nH]c2cc(C(=O)N3CCN(c4cccc(Cl)c4)CC3)ccc2c1=O
[38] CCc1ccc(NC(=O)CSc2nc(=O)n(Cc3ccco3)c3c2CCC3)cc1
[39] COc1ccc2c(c1)NC(c1ccc(N(C)C)cc1)c1cccn1-2 (configuration not stated)
[40] COc1ccc(-c2nc(Cn3c(SCc4ccccc4F)nc4cccnc43)c(C)o2)cc1
[41] O=C(Cc1ncc(C(F)(F)F)cc1Cl)NCCc1ccccn1
[42] COc1ccc(C(O)c2nc(-c3ccc(N(C)C)cc3)cs2)cc1 (configuration not stated)

assay / entry	37	38	39	40	41	42
Abeta rescue	1%	-5%	-6%	16%	-4%	26%
Akt phos inh	.	.	i	.	i	i
aSyn rescue	.	.	7%	.	-6%	?
PTHR1 agonist	-14%	-26%	-14%	-38%[inhibitor]	13%	-2%
GLP1R inv ag	13%	-3%	27%	-5%	-4%	?
FUS yeast rescue	-6%	?	37%	9%	22%	40%
TDP43 rescue	18%	5%	0%[1.82 µM]	32µM*	-20%	4%
DRD3 antagonist	.	.	1	.	-19	35
GLP1R ag	0%	.	19%	.	2%	-2%

Four of the entries above in order of the PTHR1 agonist value, lowest first.
entry	Structure	PTHR1 agonist
38	CCc1ccc(NC(=O)CSc2nc(=O)n(Cc3ccco3)c3c2CCC3)cc1	-26%
37	CCCCCn1c(=O)[nH]c2cc(C(=O)N3CCN(c4cccc(Cl)c4)CC3)ccc2c1=O	-14%
42	COc1ccc(C(O)c2nc(-c3ccc(N(C)C)cc3)cs2)cc1 (configuration not stated)	-2%
41	O=C(Cc1ncc(C(F)(F)F)cc1Cl)NCCc1ccccn1	13%

(continued)
[43] CCN(CC)c1nn2c(=O)c(C(=O)NCc3cccc(C)c3)cnc2s1
[44] Cc1cccc(OCCCSc2nc3ccc(C)cc3[nH]2)c1
[45] O=C(NCc1ccc(F)cc1)c1ccc(S(=O)(=O)N2CCCC2)cc1
[46] CCOC(=O)c1cc(C(=O)OCC)c(=O)[nH]c1N1CCCCC1

assay / entry	43	44	45	46
Abeta rescue	-14%	1%	-7%	1%
Akt phos inh	.	i	i	i
aSyn rescue	.	-10%	-4%	0%
PTHR1 agonist	i	i	i	i
GLP1R inv ag	7%	-1%	9%	19%
FUS yeast rescue	27%	.	6%	4%
TDP43 rescue	0%	12%	6%	2%
DRD3 antagonist	.	13	11	25
GLP1R ag	.	0%	0%	-7%

Grouped by structure, the entries above containing a thiophene ring, fused or not (2)
[19] COc1ccc(/C=C(/C(=O)c2cccs2)N2C=CC=CC2=C(C#N)C#N)cc1
[21] COc1cc(C)c(S(=O)(=O)NCc2cccs2)cc1C

assay / entry	19	21
Abeta rescue	-49%[inhibitor]	-2%
Akt phos inh	i	i
aSyn rescue	18µM*	26%
PTHR1 agonist	-34%[inhibitor]	-13%
GLP1R inv ag	?	0%
FUS yeast rescue	3%	.
TDP43 rescue	?	9%
DRD3 antagonist	-81*	-11
GLP1R ag	5%	14%
